Assay outcomes (PubChem BioAssay)
MRP resist rev = reverses drug resistance mediated by MRP; hit rate 0.04% among 85,000; differential viability (reversal), % at 10 µM; H69AR cells + 2 uM doxorubicin, CellTiter-Glo, 72 h;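 active = viability drop by adding the cancer drug above about 55%, with treated viability meeting a 40% cutoff, limit read from the data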;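 note: viability without doxorubicin minus viability with 2 µM doxorubicin for each compound; larger differential means the compound sensitizes cells more to doxorubicin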
NFkB transloc pot = enhances IL-1B driven NFkB nuclear translocation. HUVEC IL-1B NFkB p65 nuclear translocation imaging. activation, % at 2 µM. hit rate 0.3% among 94,000. AID 819;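 active = activation above 40%, about the mean plus 3 SD, also judged a hit on visual image review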;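 note: percent activation is computed from the nuclear over cytoplasmic p65 intensity ratio; values of inactives mirror those of a sister screen read the other way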
NFkB transloc inh = blocks IL-1B driven NFkB nuclear translocation in HUVEC cells | HUVEC IL-1B NFkB p65 nuclear translocation imaging | inhibition, % at 2 µM | hit rate 0.43% among 94,000 | AID 796;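 active = inhibition above about 30% together with a positive call from visual inspection of the well image, limit read from the data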;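 note: nuclear over cytoplasmic p65 intensity ratio measured by imaging; 0% = IL-1B stimulated DMSO wells and 100% = unstimulated DMSO wells; values of inactives mirror those of a sister screen read the other way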
Bcl-B TR3 displacers = displacers of TR3 peptide from Bcl-B, primary screen, selectivity assay for Bfl-1 inhibitor project, biochemical, fluorescence polarization; hit rate 0.11% among 96,000; FP displacement of FITC-TR3 peptide from Bcl-B; higher % means a stronger effect; displacement, % at 20 µM, or IC50 in µM where a hit was titrated;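 active = displacement above 50% at 20 µM plus a fluorescence interference ratio under 1.5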;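 note: plate controls were wells without compound for no effect and wells lacking Bcl-B protein for full effect; a part of the inactive calls stands beside numbers as strong as those of hits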
PLAP inhibitors HTS = PLAP enzyme inhibitors, biochemical, luminescence, HTS (AID 690) | purified PLAP, luminescent substrate; higher % means a stronger effect | inhibition, % at 20 µM; hits with a dose series show IC50 in µM | hit rate 0.08% among 96,000; in the data active = a potency from the dose series; inactive = the rest, 99 in 100 with inhibition below about 30%; note: strong numbers were not always called active
MRP resist rev cytotoxicity = recorded beside MRP resist rev, whose call it bears; viability, %; H69AR cells, CellTiter-Glo, 72 h; measured here: cytotoxicity without doxorubicin
MRP resist rev with doxorubicin = further read-out of MRP resist rev, marked with its call; viability, %; measured here: viability with 2 uM doxorubicin; stronger effect = lower value
NFkB transloc inh cell count 2 µM = recorded beside NFkB transloc inh, whose call it bears; cell count; measured here: cells passing quality filter;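 raw number of nuclei counted in each imaged well without normalization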
NFkB transloc pot cell count 2 µM = also measured in NFkB transloc pot; calls as there; cell count; measured here: cells passing quality filter
* = called active by the depositor; · = not tested or not shown. The list is partial. The share of hits here may be higher or lower than overall.

SMILES | MRP resist rev | MRP resist rev cytotoxicity | MRP resist rev with doxorubicin | NFkB transloc pot | NFkB transloc pot cell count 2 µM | NFkB transloc inh | NFkB transloc inh cell count 2 µM | Bcl-B TR3 displacers | PLAP inhibitors HTS
C/C(=N\O)c1ccccc1C(=O)O | -44 | 57 | 101 | -6 | 199 | 6 | 199 | -9% | 6%
Cc1cccc(-c2nnc(SCc3nc4ccccc4[nH]3)n2Cc2ccco2)c1 | 8 | 84 | 76 | -6 | 171 | 6 | 171 | -4% | -58%
N#Cc1c(NC(=O)CSc2n[nH]c(Cc3ccccc3)n2)oc(-c2ccccc2)c1-c1ccccc1 | -8 | 83 | 91 | 9 | 157 | -9 | 157 | -13% | -70%
Cc1cc(C)n(CC(=O)N2c3ccccc3Sc3ccccc32)n1 | 17 | 89 | 72 | -13 | 96 | 13 | 96 | -5% | -15%
COc1ccc(OC)c(-n2nnnc2SCC(=O)NCCc2ccccc2)c1 | 5 | 81 | 76 | 19 | 141 | -19 | 141 | -4% | 16%
Cc1nc(-c2coc3c(CN(C)C)c(O)ccc3c2=O)cs1 | 7 | 88 | 81 | 13 | 182 | -12 | 182 | 2% | -8%
Cc1ccc(-c2cc(C(F)(F)F)n3ncc(C(=O)N4CCCc5ccccc54)c3n2)cc1 | -4 | 66 | 70 | 1 | 112 | -1 | 112 | · | ·
CCOc1ccc(S(=O)(=O)N2CCN(C(=O)c3cccn3C)CC2)cc1 | 2 | 91 | 89 | 0 | 146 | 0 | 146 | 3% | -70%
CC(c1ccco1)N(C(=O)c1cccs1)c1ccccn1 (stereo unspecified) | 12 | 88 | 76 | 3 | 182 | -3 | 182 | 6% | 0%
Cc1ccc(NC(=O)CCC(=O)c2ccc(F)cc2)cc1Cl | · | · | · | -2 | 143 | 2 | 143 | -13% | 13%
O=C(Nc1nc(C2C3CC4CC(C3)CC2C4)cs1)c1cc2cc([N+](=O)[O-])ccc2oc1=O (stereo unspecified) | · | · | · | 1 | 182 | -1 | 182 | 1% | 12%
Cc1ccc(CSCCNS(C)(=O)=O)cc1 | -2 | 90 | 93 | 2 | 147 | -2 | 147 | -4% | 21%
COc1ccc(/C=C/C(=O)c2sc(-c3ccc(Cl)cc3)nc2C)cc1 | · | · | · | -5 | 124 | 5 | 124 | -51% | -13%
COc1ccnc(Oc2ccc(F)cc2)c1C(=O)N/C=N/OCc1ccc(F)cc1Cl | · | · | · | -4 | 149 | 4 | 149 | -4% | 5%
O=C1OC(N2CCN(C(=O)C3CCCO3)CC2)c2ccccc21 (stereo unspecified) | 7 | 100 | 93 | 8 | 173 | -8 | 173 | 2% | 7%
CCCCc1n[nH]c2c1C(=O)CC(C)(C)C2 | 4 | 89 | 85 | · | · | · | · | -5% | -87%
O=C(Nc1ccccc1Cl)c1cc(S(=O)(=O)N2CCCC(C(=O)O)C2)ccc1F (stereo unspecified) | -5 | 92 | 98 | -11 | 102 | 11 | 102 | -10% | -27%
COc1ccc(C(=O)Nc2ccc(F)cc2F)cc1OC | 7 | 88 | 82 | 6 | 161 | -6 | 161 | -3% | -2%
C/C(=N\Nc1nc2c(s1)CCCC2)c1ccccc1 | · | · | · | 26 | 151 | -26 | 151 | 11% | -127%
Cc1ccc(NC(=O)CN2CC(C)SC2=NC2CCCCC2)cc1 (stereo unspecified) | 13 | 90 | 77 | 3 | 126 | -3 | 126 | -1% | -54%
COCCOc1nc2c(c(=O)n(C)c(=O)n2C)n1CCc1ccccc1 | 4 | 95 | 90 | 4 | 183 | -4 | 183 | -14% | -17%
OCCNc1nc(Nc2ccccc2)nc(Nc2ccccc2)n1 | -3 | 65 | 69 | 16 | 125 | -16 | 125 | -2% | -21%
COCCN(C(=O)Cc1cccs1)c1nnc(-c2cccnc2)s1 | -1 | 95 | 96 | 14 | 106 | -14 | 106 | 3% | 12%
CCCC(=N)C1=C(O)CC(CC(C)SCC)CC1=O (stereo unspecified) | 3 | 78 | 76 | · | · | · | · | 0% | 18%
Cc1ccc(C(=O)OC2CCN(c3ccc([N+](=O)[O-])cc3)CC2)cc1 | · | · | · | 7 | 115 | -7 | 115 | -7% | 13%
Cc1ccc(NC(=O)N2CCCC2C(=O)NCCc2ccccc2)cc1 (stereo unspecified) | -4 | 102 | 106 | 0 | 141 | 0 | 141 | -2% | 28%
CCOc1cc(/C=N/NC(N)=O)cc(Br)c1OCC(=O)Nc1ccccc1C | · | · | · | -21 | 154 | 21 | 154 | 4% | -32%
O=c1/c(=C/c2ccc(CNS(=O)(=O)c3ccccc3)o2)sc2n1CCN=2 | 7 | 78 | 71 | · | · | · | · | 1% | -4%
CN(C)C(=O)N1CCN(C(=O)c2ccccc2Sc2ccccc2C#N)CC1 | 16 | 93 | 77 | 38 | 111 | -38 | 111 | 0% | -76%
COc1cc2cc(C(c3nnnn3Cc3ccc(F)cc3)N3CCCCCC3)c(=O)[nH]c2cc1OC (stereo unspecified) | 14 | 90 | 76 | 26 | 197 | -26 | 197 | 0% | -59%
Cc1ccc(CNC(=O)C2CCN(S(=O)(=O)c3c(C)noc3C)CC2)cc1 | 26 | 90 | 64 | 2 | 50 | -2 | 50 | -4% | 20%
Cc1ccc(-c2nnn(CC(=O)N(CCO)C(C(=O)NC(C)(C)C)c3ccncc3)n2)cc1 (stereo unspecified) | 4 | 97 | 92 | 0 | 80 | 0 | 80 | 8% | -53%
S=C(c1cn(CCOc2ccccc2)c2ccccc12)N1CCCC1 | · | · | · | 13 | 73 | -13 | 73 | -11% | -43%
COc1ccc(C(=O)Oc2ccc(=O)n(-c3ccccc3)n2)cc1 | · | · | · | 14 | 180 | -14 | 180 | 0% | 11%
Cc1nn(-c2ccccc2)c(Cl)c1C(=O)NCCCCNC(=O)c1c(C)nn(-c2ccccc2)c1Cl | 0 | 80 | 80 | 17 | 94 | -17 | 94 | -10% | 14%
COCCn1c(N)c(C(=O)NCC2CCCO2)c2nc3ccccc3nc21 (stereo unspecified) | -9 | 58 | 67 | -5 | 140 | 5 | 140 | -16% | -46%
N#CC(C#N)=c1ccc2c(c1)N1C3=C(CCCC3)CC3CCCCC31N=2 (stereo unspecified) | 0 | 18 | 18 | -13 | 93 | 13 | 93 | 24% | 33%
O=C(NC1c2ccccc2-c2ccccc21)N1CCCCC1 | 21 | 107 | 86 | 2 | 190 | -2 | 190 | -6% | -2%
CC(C)c1ccc2c(c1)C(=O)NC(C)(C)C2 | -10 | 96 | 107 | 16 | 190 | -16 | 190 | -6% | 4%
O=C(C(NS(=O)(=O)c1cccc2nsnc12)c1ccccc1)N1CCN(c2ccccc2)CC1 (stereo unspecified) | -11 | 53 | 64 | 23 | 152 | -23 | 152 | -9% | -80%
Cc1ccc(S(=O)(=O)Nc2ccc3c4c(cccc24)CC3)c(C)c1 | · | · | · | -10 | 188 | 10 | 188 | · | ·
CC1=C(C(=O)OCc2ccc3c(c2)OCO3)C(c2ccc(Cl)cc2)NC(=O)N1 (stereo unspecified) | -38 | 29 | 67 | -8 | 78 | 8 | 78 | -1% | 8%
O=C(CCn1c(=O)oc2ccccc21)Nc1ccon1 | -6 | 91 | 98 | -4 | 82 | 4 | 82 | · | ·
COc1cc(S(=O)(=O)NCc2cccnc2)ccc1F | -4 | 91 | 95 | -1 | 183 | 1 | 183 | 2% | -2%
CCCS(=O)(=O)N1CCC(C(=O)NCCCOC(C)C)CC1 | -5 | 91 | 96 | -3 | 152 | 3 | 152 | -4% | -4%
C=CCn1c(O)c(C(CC)=Nc2ccccc2NC(=O)CC)c(=O)[nH]c1=O | -11 | 93 | 104 | -5 | 100 | 5 | 100 | -1% | 12%
CC(Nc1nc(N2CCCC2)nc2ccccc12)c1ccccc1 (stereo unspecified) | -17 | 12 | 29 | 12 | 154 | -12 | 154 | 2% | 32%
Cc1sc2nc(C(C)(C)C)oc(=O)c2c1C | 0 | 105 | 105 | 30 | 194 | -30 | 194 | -6% | 6%
O=C(CSc1nnc(-c2ccccc2)n1C1CCCCC1)N1CCCC1 | · | · | · | 10 | 186 | -10 | 186 | -5% | -50%
O=C(c1cnn2ccccc12)N(Cc1ccco1)C1CCCC1 | 7 | 93 | 85 | -8 | 189 | 8 | 189 | -10% | -37%
O=C(Nc1ccccn1)C1COc2ccccc2O1 (stereo unspecified) | 3 | 90 | 87 | -28 | 84 | 28 | 84 | · | ·
N#Cc1ccc2ccn(CC(=O)NCc3ccco3)c2c1 | 3 | 104 | 101 | 11 | 62 | -11 | 62 | 10% | 25%
CCc1nc(NCCCN2CCOCC2)c2oc3ccccc3c2n1 | 4 | 71 | 67 | -13 | 130 | 13 | 130 | -6% | -64%
CCOC(=O)N1CCC(Nc2c(Nc3cccc(CC)c3)c(=O)c2=O)CC1 | 35 | 66 | 31 | -4 | 99 | 4 | 99 | 4% | -38%
CCn1c(C2CC(=O)N(c3ccc(C)c(C)c3)C2)nc2ccccc21 (stereo unspecified) | 10 | 86 | 76 | · | · | · | · | 1% | -17%
CCC(=O)NC(=S)NNC(=O)c1ccc([N+](=O)[O-])cc1 | · | · | · | 0 | 85 | 0 | 85 | -3% | -82%
Cc1cc(C)cc(NC(=O)CN(C)S(=O)(=O)c2cccc3nsnc23)c1 | 16 | 89 | 73 | -4 | 150 | 4 | 150 | -6% | 2%
O=c1c(-c2ccccc2)c(O)c2cccc3c2n1CCC3 | · | · | · | · | · | · | · | -5% | -7%
COc1ccc(OCCc2nnc(N)s2)cc1 | -3 | 98 | 101 | 6 | 167 | -6 | 167 | 4% | 16%
